# EPAC1 antag: qHTS for Antagonist of cAMP-regulated guanine nucleotide exchange factor 3 (EPAC1): primary screen; AID 720709, 2013; EPAC1 GEF assay, Rap1b-BODIPY-GDP exchange fluorescence; actives 0.14% (n = 360,000); Potency, µM (titrated, usually from 115 µM), inactives show at the top dose activity change, negative = inhibition, usual class: inhibitors;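 further: potency means the concentration at half of the fitted maximal effect; plate controls were vehicle for no effect and positive control for full effect; nearly all actives have a fitted effect of over 50% in size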
# EPAC2 antagonist: qHTS for Antagonist of cAMP-regulated guanine nucleotide exchange factor 2 (EPAC2): primary screen | Rap guanine nucleotide exchange factor 4 (Homo sapiens), Q8WZA2 | actives 0.18% (n = 360,000) | Potency, µM (doses to about 114 µM), for inactives: at the top dose activity, negative = inhibition, hits mostly inhibitors | EPAC2 GEF exchange of Rap1B-BODIPY-GDP, fluorescence; further: potency means the concentration at half of the fitted maximal effect; on the % scale 0 is the no-effect control and ±100 the full control effect; nearly all actives have a fitted effect of over 45% in size; many of its hits are not listed in these tables
# WRN inhibitor: qHTS for Inhibitors of WRN Helicase | WRN helicase unwinding, fluorescent forked duplex, kinetic | Potency, µM (highest dose often 114 µM), without a hit: at the top dose activity change, negative = inhibition, usual class: inhibitors | actives 0.46% (n = 360,000) | AID 651768, 2012; further: potency means the concentration at half of the fitted maximal effect; on the % scale 0 is the no-effect control and ±100 the full control effect; nearly all actives have a fitted effect of over 55% in size
#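 Primary qHTS, 1536-well format. 20 nM WRN + compound, 15 min RT; start with 100 nM forked fluorophore/quencher duplex, 2 mM ATP (final); kinetic read ex 525/em 598 nm.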
# EPAC1 agonist: qHTS for Agonist of cAMP-regulated guanine nucleotide exchange factor 3 (EPAC1): primary screen; actives 0.073% (n = 360,000); Potency, µM (doses to about 154 µM), inactives show top-dose activation, hits mostly activators; Rap guanine nucleotide exchange factor 3 (Homo sapiens), O95398; EPAC1 agonist qHTS, biochemical assay; response scale: 100% = response to 6.5 mM cAMP; AID 720707, 2013; further: potency means the concentration at half of the fitted maximal effect; nearly all actives have a fitted effect of over 60% in size
#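 Fluorescent GDP-exchange assay: 100 nM EPAC1 with 250 nM Rap1B preloaded with BODIPY-GDP and 50 uM GDP; compounds tested as concentration series, 5 min at room temperature, then read every 5 min for 30 min (ex 480/em 540 nm); normalized to 6.5 mM cAMP.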
# CCT chaperon mod: High-Throughput Screening for Modulators of Cytosolic Chaperonin Activity; purified chaperonin ATPase assay, HTRF ADP detection, 30 min; activity change, % (test concentration not listed), hits read low; actives 0.3% (n = 360,000); AID 651819, 2012; in the data active means activity change below about -30%; further: on the % scale 0 is the no-effect control and ±100 the full control effect
#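 TRiC (40 or 20 nM final, by batch activity) in 30 mM Tris pH 7.4, 100 mM KCl, 5 mM MgCl2, 1 mM DTT was treated with compound at 76 uM single dose, then 10 uM ATP, 30 min at 37 °C. ADP was read by HTRF Transcreener.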
# MmCpn inh: Inhibitors of TCP-1 ring complex (TRiC) of Methanococcus maripaludis (MmCpn): qHTS | Chaperonin Mm-Cpn (Methanococcus maripaludis) | purified Mm-Cpn ATPase, ADP Transcreener TR-FRET | Potency, µM (series often up to 76.9 µM), for inactives: at the highest dose activity, negative = inhibition, usual class: inhibitors | actives 0.031% (n = 330,000) | AID 504842, 2011; further: potency means the concentration at half of the fitted maximal effect; on the % scale 0 is the no-effect control and ±100 the full control effect; nearly all actives have a fitted effect of over 80% in size
#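 Measured: ADP formation by purified Mm-CPN. Conditions: 25 nM protein, 10 uM ATP, Tris pH 7.4 with Mg2+, K+ and DTT, 37°C for 30 min. Detection: Transcreener HTRF after 30 min at room temperature.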
# PLK1 PBD inh: qHTS for Inhibitors of PLK1-PDB (polo-like kinase 1 - polo-box domain): Primary Screen | AID 720504, 2013 | Plk1 PBD binding of FITC phosphopeptide, fluorescence polarization | actives 2.8% (n = 360,000) | Potency, µM, without a hit: max response, negative = inhibition, most hits filed as inhibitors | Serine/threonine-protein kinase PLK1 (Homo sapiens), P53350; further: potency means the concentration at half of the fitted maximal effect; series mostly up to about 57 µM; on the % scale 0 is the no-effect control and ±100 the full control effect; nearly all actives have a fitted effect of over 65% in size
# Target sequence (P53350 whole entry, looked up, the tested form may be a part): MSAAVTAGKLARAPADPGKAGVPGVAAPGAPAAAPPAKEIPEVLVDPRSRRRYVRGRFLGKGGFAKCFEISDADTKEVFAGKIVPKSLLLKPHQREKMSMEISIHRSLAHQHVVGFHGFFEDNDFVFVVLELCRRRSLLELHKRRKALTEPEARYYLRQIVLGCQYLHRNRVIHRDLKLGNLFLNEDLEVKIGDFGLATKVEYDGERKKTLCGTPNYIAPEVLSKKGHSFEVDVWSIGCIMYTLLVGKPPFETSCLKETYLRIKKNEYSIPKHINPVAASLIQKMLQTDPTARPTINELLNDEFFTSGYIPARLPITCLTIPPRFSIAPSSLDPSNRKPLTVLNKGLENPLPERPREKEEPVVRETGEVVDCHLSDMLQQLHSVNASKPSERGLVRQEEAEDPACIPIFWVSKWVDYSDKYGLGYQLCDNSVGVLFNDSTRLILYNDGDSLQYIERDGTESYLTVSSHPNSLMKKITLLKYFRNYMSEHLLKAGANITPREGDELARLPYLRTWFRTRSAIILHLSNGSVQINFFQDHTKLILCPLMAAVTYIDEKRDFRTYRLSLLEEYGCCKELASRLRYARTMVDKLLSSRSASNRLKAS
# PI5P4K alpha inh: qHTS for Inhibitors of phosphatidylinositol 5-phosphate 4-kinase (PI5P4K); PI5P4Kalpha enzyme, ADP-Glo luminescence, 60 min; stronger effect = lower value; actives 1.2% (n = 330,000); AID 652105, 2013; Phosphatidylinositol 5-phosphate 4-kinase type-2 alpha (Homo sapiens), P48426; max response, %; active means max response of -50% or lower; inconclusive means between -30% and -50%; inactive means -30% or higher; further: value at the top dose of about 77 µM; on the % scale 0 is the no-effect control and ±100 the full control effect
# Target sequence (P48426 whole entry, looked up): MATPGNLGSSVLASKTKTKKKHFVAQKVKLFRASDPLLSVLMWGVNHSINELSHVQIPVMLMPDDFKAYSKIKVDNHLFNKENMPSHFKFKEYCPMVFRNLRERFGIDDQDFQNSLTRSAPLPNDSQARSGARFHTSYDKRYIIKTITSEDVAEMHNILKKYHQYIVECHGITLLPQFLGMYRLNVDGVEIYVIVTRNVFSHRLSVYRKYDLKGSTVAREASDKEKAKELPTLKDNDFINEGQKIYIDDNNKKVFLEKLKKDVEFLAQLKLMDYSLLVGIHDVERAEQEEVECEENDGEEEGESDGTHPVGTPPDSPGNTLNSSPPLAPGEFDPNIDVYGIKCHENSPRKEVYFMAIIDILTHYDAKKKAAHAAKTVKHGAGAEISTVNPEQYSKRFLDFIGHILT
#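 ADP-Glo luminescence end-point after a 60 min room-temperature kinase reaction. PI5P4Kalpha and substrate in HEPES pH 7.4 buffer with EGTA, 0.1% CHAPS and 5% DMSO; ATP at 5 microM final.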
# * hit, by the source's call; ? = inconclusive; . = no result given; & = joins results of further samples; [ ] = another dose, or the depositor's remark. Unless noted, the call rests on the fitted dose curve; in most records, active means well fitted curve in the direction sought with a large enough effect; inconclusive means small, poorly fitted or top-dose-only effect, or another doubt; inactive means no such curve, though single readings can be large; an effect the other way counts as inactive or inconclusive. Only part of the results is shown; count on the stated rates, not on these rows.
SMILES	EPAC1 antag	EPAC2 antagonist	WRN inhibitor	EPAC1 agonist	CCT chaperon mod	MmCpn inh	PLK1 PBD inh	PI5P4K alpha inh
O=C(CN1CCN(c2ccccn2)CC1)Nc1cc(C(F)(F)F)ccc1Cl	-8%	-5%	-1%	-5%	-6.3	-3%	-3%	-2
CC(C)CCNC(=O)CCCc1ccccc1	-14%	-8%	0%	3%	1.3	1%	-11%	6
Cc1cc(=O)oc(C)c1C(=O)NC12CC3CC(CC(C3)C1)C2	-10%	-5%	-2%	-15%	-0.2	-1%	-8%	6
CCn1c(=S)sc2c(=O)n(CC(=O)Nc3ccccc3)c(C)nc21	12%	6%	2%	0%	-1.1	1%	-12%	-3
O=C(C1CCN(S(=O)(=O)c2ccc(Cl)s2)CC1)N1CCN(c2ccccc2)CC1	-9%	-12%	-13%	5%	-0.3	.	0%	-1
O=C(COc1cc(Cl)c(Cl)cc1Cl)NCCN1CCOCC1	19%	13%	-13%	-6%	1.6	2%	-1%	.
CCOCCSc1n[nH]c(=O)n1CCc1ccccc1	9%	10%	0%	5%	-4.5	0%	-6%	-5
CCCN(CCC)CCNC(=O)C1c2ccccc2C(=O)N2CCc3ccccc3C12 (stereo not given)	-2%	-28%	-6%	1%	0.4	-2%	-8%	2
COc1ccc(NC(=O)c2c3c(nc4ccccc24)CCC3)cc1	9%	-3%	-1%	3%	-0.5	0%	-7%	.
O=C(CNC(=O)c1ccco1)NCC(=O)OCC(=O)c1ccc(Cl)c([N+](=O)[O-])c1	-6%	10%	9%	-11%	0.2	2%	-3%	-5
C/C(=N\S(=O)(=O)c1ccc(C)cc1)N1CCN(S(=O)(=O)c2ccccc2)C1	4%	8%	-11%	-10%	1.7	3%	3%	9
COc1ccc(NC(=O)CN(C)C(=O)c2ccccc2OCC(=O)Nc2cccc(C(F)(F)F)c2)cc1	-7%	2%	-8%	-16%	0.2	1%	-3%	-3
CCN(CC)C(=O)c1[nH]cnc1C(=O)N[C@@H](CCCCNC(=O)OC(C)(C)C)C(=O)OC(C)(C)C	5%	6%	-27%	-22%	-31*	.	-6%	1
O=C(CN1CCN(Cc2ccccc2)CC1)Nc1nc2ccccc2s1	13%	-12%	-8%[57.1 µM]	4%	-0.1	1%	-9%	8
NC(=O)CCS(=O)(=O)c1ccccc1	14%	12%	1%	-6%	3.1	2%	0%	.
O=C(CSc1c2c(nc3ccc(Cl)cc13)CCCC2)N1CCN(C(=O)c2ccco2)CC1	-25%	-1%	-14%[57.1 µM]	-9%	-0.4	.	-5%	-14
CCN(CC)Cc1cc2ccccc2c2c1COC2	8%	22%	-10%	1%	1.2	0%	-12%	0
CCNc1nc(Oc2ccc(=O)[nH]n2)nc(SC)n1	-1%	-3%	5%[57.1 µM]	-4%	-1.5	-1%	-4%	-5
COc1ccc(C2C(C(=O)N3CCOCC3)c3ccccc3C(=O)N2c2ccc(OC)cc2)cc1 (stereo not given)	-2%	12%	15%	7%	-0.5	1%	-10%	-2
Fc1ccc(N2CCN(c3ccc4c(C(F)(F)F)cc(C(F)(F)F)nc4n3)CC2)cc1	-23%	6%	6%	5%	-0.3	-1%	-8%	-2
O=C(CSc1nnnn1-c1cccc(F)c1)NC1CC1	-15%	-4%	-21%	3%	-7.9	0%	-8%	5
COc1cccc(CN(CC(=O)NCc2ccco2)C(=O)CNS(=O)(=O)c2ccccc2)c1	-1%	2%	-2%	-9%	-3.2	1%	-1%	1
N#CC1(C#N)C(C(N)=O)C1c1ccccc1 (stereo not given)	5%	-3%	-5%	7%	0.2	2%	0%	-13
CCOC(=O)c1cc(C)sc1NC(=O)CN1CCN(C(=O)c2ccco2)CC1	-10%	-10%	?	3%	0.2	1%	-6%	0
O=C(CCc1ccccc1)NCc1ccc2c(c1)OCO2	-4%	0%	8%	7%	-2.8	2%	-4%	-2
CCn1nnnc1NC(=O)c1cccc(OC)c1	4%	22%	-1%	4%	0.0	1%	-26%	-7
O=C(NCc1ccco1)c1ccc(CS(=O)(=O)Cc2ccc(Cl)cc2)o1	8%	5%	-1%	3%	2.3	0%	1%	.
Cc1cc(N2CC(C(=O)Nc3nccs3)CC2=O)ccc1C(C)C (stereo not given)	17%	1%	12%	-5%	-2.4	0%	-8%	-2
O=C(CN1C(=O)NC(Cc2c[nH]c3ccccc23)C1=O)NCC(F)(F)F (stereo not given)	-10%	1%	3%	0%	-0.8	-1%	-4%	1
CC(C)c1ccc(NS(=O)(=O)c2ccc3c(c2)NC(=O)CO3)cc1	-27%	-29%	-9%	-3%	0.4	2%	-1%	5
CS(=O)(=O)c1ccccc1-c1csc(N2CCC(C(N)=O)CC2)n1	7%	6%	.	8%	.	1%&-2%	.	.
CN(CC(=O)Nc1ccc(F)cc1)C(=O)CN1C(=O)NC2(CCCC2)C1=O	-20%	-5%	?	5%	-5.4	1%	-23%	3
CC1CCN(S(=O)(=O)c2cccc(C(=O)Oc3ccc([N+](=O)[O-])cc3)c2)CC1	-11%	-8%	-1%	9%	0.0	-1%	-25%	7
Cc1ccc(S(=O)(=O)n2cccc2C)cc1	-9%	-27%	-9%	3%	-1.3	.	-8%	0
Fc1cc(Cl)ccc1Nc1nc(NCc2ccccc2)nc2ccsc12	15%	-16%	-6%	5%	-0.8	.	-3%	-12
COc1ccc(C2(C(=O)Nc3ccc(S(N)(=O)=O)cc3)CCCC2)cc1	-26%	-10%	-5%	1%	-0.7	0%	?	-16
C[S+](CC[C@H](N)C(=O)O)C[C@H]1O[C@@H](n2cnc3c(N)ncnc32)[C@H](O)[C@@H]1O (stereo not given in full)	-7%	1%	5%	-4%	1.2	-1%	-2%	1
OCC1(Cc2cccc(Cl)c2)CCCN(Cc2ccc3cc(F)ccc3n2)C1 (stereo not given)	-15%	4%	1%	1%	2.0	1%	-5%	2
Cc1oc(-c2cccs2)nc1CN1CCN(C2CCCC2)C(CCO)C1 (stereo not given)	8%	-4%	6%	4%	0.9	1%	3%	-1
COc1ccccc1C=NN1CCCCCC1	-4%	-3%	-21%	13%	-2.4	.	4%	5
O=C(CC1C(=O)NCCN1Cc1cccc(Oc2ccccc2)c1)NCCc1ccncc1 (stereo not given)	-29%	-3%	-9%	6%	-0.4	3%	-4%	1
O=C(C1CCCCC1)N1C[C@H](n2cc(-c3ccc(F)cc3)nn2)[C@@H](O)C[C@@H]1c1ccc(Cl)cc1	-18%	-7%	-6%	-3%	0.1	.	-9%	0
COc1cc2c(cc1OC)CN(CC(=O)Nc1ccc3c(c1)OCO3)CC2	-8%	-6%	4%	-5%	-2.5	0%	0%	-18
COc1ccc(N2CCN(C(=O)c3cc4c(-c5cccc(OC)c5)nn(C)c4s3)CC2)cc1	-11%	-2%	-8%	8%	-1.5	0%	27µM*	8
CN1CCN(CC(O)COc2ccc(S(=O)(=O)N3CCOCC3)cc2)CC1 (stereo not given)	-25%	-1%	10%	7%	0.1	1%	-13%	-4
O=C1CS/C(=N/N=C/c2c[nH]c3ccccc23)N1	-8%	4%	-1%	3%	0.5	-1%	-3%	-5
O=C(c1nc2nc(-c3cccs3)cc(C(F)(F)F)n2n1)N1CCN(Cc2ccccc2)CC1	-8%	-12%	-31%	9%	-4.2	-1%	-17%	2
Cc1cc(C(F)(F)F)n2nc(C)c(-c3ccc(Cl)cc3)c2n1	7%	8%	-5%	-1%	-2.6	0%	-5%	1
O=S(=O)(NCc1cccnc1)c1ccc2c(c1)OCCO2	2%	1%	-5%	0%	-1.9	-7%	-6%	.
CCCCCOc1ccccc1C(=O)NCC(=O)O	-15%	6%	-3%	7%	-1.0	1%	-7%	-4
Cn1c(=O)n(Cc2ccc(Cl)cc2)c2ccccc21	-3%	-3%	-9%	9%	0.6	1%	-9%	.

# Among those listed so far, these have two or more sulfur atoms.
SMILES	EPAC1 antag	EPAC2 antagonist	WRN inhibitor	EPAC1 agonist	CCT chaperon mod	MmCpn inh	PLK1 PBD inh	PI5P4K alpha inh
CCn1c(=S)sc2c(=O)n(CC(=O)Nc3ccccc3)c(C)nc21	12%	6%	2%	0%	-1.1	1%	-12%	-3
O=C(C1CCN(S(=O)(=O)c2ccc(Cl)s2)CC1)N1CCN(c2ccccc2)CC1	-9%	-12%	-13%	5%	-0.3	.	0%	-1
C/C(=N\S(=O)(=O)c1ccc(C)cc1)N1CCN(S(=O)(=O)c2ccccc2)C1	4%	8%	-11%	-10%	1.7	3%	3%	9
CS(=O)(=O)c1ccccc1-c1csc(N2CCC(C(N)=O)CC2)n1	7%	6%	.	8%	.	1%&-2%	.	.

# Three entries already listed, sorted by the number in CCT chaperon mod, largest number first:
Structure	EPAC1 antag	EPAC2 antagonist	WRN inhibitor	CCT chaperon mod	MmCpn inh	PLK1 PBD inh	PI5P4K alpha inh
Cn1c(=O)n(Cc2ccc(Cl)cc2)c2ccccc21	-3%	-3%	-9%	0.6	1%	-9%	.
O=C1CS/C(=N/N=C/c2c[nH]c3ccccc23)N1	-8%	4%	-1%	0.5	-1%	-3%	-5
CCCCCOc1ccccc1C(=O)NCC(=O)O	-15%	6%	-3%	-1.0	1%	-7%	-4

# Screening data (PubChem BioAssay)
